Screens (PubChem BioAssay)
NPR2 activator: human GC-B receptor activators, primary screen, HEK293 GC-B cells, cGMP TR-FRET, EC30 CNP | AID 1920062, 2024 | 0% at EC30 CNP, 100% saturating CNP | activation, % at 10 µM | Atrial natriuretic peptide receptor 2 (Homo sapiens), P20594 | 370,000 tested, 0.11% active;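 active = activation at 10 µM reaching about 35% in either raw or pattern-adjusted values, limit read from the data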
SMARCA2 activ: SMARCA2 (BRM) function activators, primary screen, cell-based, luminescence, high throughput. MG213 cells, MMTV-luciferase reporter, dexamethasone, overnight. activation, % at 9.1 µM. 370,000 tested, 1% active. AID 652017, 2013; in the data active = activation above about 7.8%;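 also: 0% = vehicle wells and 100% = reference activator wells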
NR1D1 modulator: modulators of Rev-erb alpha DNA binding, primary screen, biochemical, FITC-DNA, fluorescence polarization, uHTS; Rev-erbα–FITC-DNA binding, 90 min; 370,000 tested, 0.79% active; Nuclear receptor subfamily 1 group D member 1 (Homo sapiens), P20393; activity, % at 10 µM; AID 1259318, 2017;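 active = activity above about 14%, limit read from the data; passing the limit was not always enough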;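 also: 0% = DMSO wells with 35 nM protein and 100% = DMSO wells with 750 nM protein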
ABHD4 inh: ABHD4 inhibitors, primary screen, biochemical, fluorescence polarization, mouse. (Lyso)-N-acylphosphatidylethanolamine lipase (Mus musculus), Q8VD66. purified mABHD4, FP-Rh probe fluorescence polarization. inhibition, % at 8.92 µM. 370,000 tested, 0.54% active;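 active = inhibition exceeding the mean over every tested compound plus 3 SD, cut at about 30% in these data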;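 also: 0% = plate median of compound wells and 100% = S159A mutant with DMSO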
Target sequence (Q8VD66 whole entry, looked up): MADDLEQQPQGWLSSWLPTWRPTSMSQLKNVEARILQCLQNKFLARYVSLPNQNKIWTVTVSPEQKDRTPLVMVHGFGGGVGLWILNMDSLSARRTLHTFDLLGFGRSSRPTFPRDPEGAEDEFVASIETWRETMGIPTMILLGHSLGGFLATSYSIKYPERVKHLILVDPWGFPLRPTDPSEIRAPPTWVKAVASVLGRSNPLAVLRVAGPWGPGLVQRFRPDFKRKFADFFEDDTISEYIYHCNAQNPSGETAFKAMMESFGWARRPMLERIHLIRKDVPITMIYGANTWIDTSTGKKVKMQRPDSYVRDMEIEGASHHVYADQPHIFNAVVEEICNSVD
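Material: mouse ABHD4 enzyme, wild type; Benchmarks: S159A mutant high control, sample median low control; Buffer or medium: HEPES pH 7.0, NaCl, Pluronic buffer; Signal: fluorescence polarization; Read-out: percent inhibition of probe binding, normalized to plate controls; Timing: pre-incubation 45 min, probe exposure 60 min, at 25 °C; Dosing: 8.92 µM, single dose.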
ARFGAP1 inh: inhibitors of rat ARFGAP1 GAP activity, primary screen, biochemical, fluorescence polarization, GDP tracer; ADP-ribosylation factor GTPase-activating protein 1 (Rattus norvegicus), Q62848; Arfgap1-stimulated ARF1 GTP hydrolysis, GDP FP detection; inhibition, % at 16.5 µM; 360,000 tested, 0.26% active;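 active = inhibition above a per-plate limit, mean inhibition of low control wells plus 3 SD, cut at about 25% in these data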;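 also: 0% = DMSO wells with enzyme and 100% = wells lacking Arfgap1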
Target sequence (Q62848 1-136 limits assumed): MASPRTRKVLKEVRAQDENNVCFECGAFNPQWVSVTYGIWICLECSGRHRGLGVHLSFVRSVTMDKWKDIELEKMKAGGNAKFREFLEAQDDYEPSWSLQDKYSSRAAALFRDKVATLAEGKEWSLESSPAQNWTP
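material = rat Arfgap1 catalytic domain, aa 1-136 | also added = human ARF1(Δ1-17)-GTP substrate | compound dosing = one concentration, 16.5 µM, DMSO 1.26% | times = GTP hydrolysis reaction 2 h at 25 °C | measured by = FP, GDP Alexa 633 tracer displaced from anti-GDP antibody, 620/688 nm | evaluation = percent inhibition of Arfgap1-stimulated GTP hydrolysis | replication = single well per compound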
ASAP1 inh: inhibitors of human ASAP1 ArfGAP activity, primary screen, biochemical, fluorescence polarization; 360,000 tested, 0.19% active; AID 624377, 2012; ASAP1-stimulated ARF1 GTP hydrolysis, GDP FP detection; inhibition, % at 16.5 µM; in the data active = inhibition above about 25%;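 also: 0% = vehicle with enzyme and substrate and 100% = no enzyme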
Target sequence (Q9ULH1 325-724 limits assumed): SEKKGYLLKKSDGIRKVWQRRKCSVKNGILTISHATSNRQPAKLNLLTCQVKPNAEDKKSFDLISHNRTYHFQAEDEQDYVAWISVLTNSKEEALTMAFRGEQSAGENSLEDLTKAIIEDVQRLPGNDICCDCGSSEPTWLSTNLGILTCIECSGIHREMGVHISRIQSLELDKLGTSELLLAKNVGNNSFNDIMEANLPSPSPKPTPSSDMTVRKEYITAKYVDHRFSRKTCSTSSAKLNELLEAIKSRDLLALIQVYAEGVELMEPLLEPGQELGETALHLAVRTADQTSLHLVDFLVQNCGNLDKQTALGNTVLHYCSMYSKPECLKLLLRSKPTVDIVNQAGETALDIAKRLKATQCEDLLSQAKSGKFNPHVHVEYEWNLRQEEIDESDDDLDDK
HTRA1 inhibitor: HTRA1 serine protease inhibitors, primary screen, biochemical, fluorescence polarization, HTS. recombinant HTRA1, FP-rhodamine activity-based probe. Q92743. inhibition, % at 5.96 µM. 340,000 tested, 0.5% active; in the data active = inhibition above about 36%;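 also: 0% = enzyme with DMSO and 100% = wells lacking enzyme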
PG9 Ab binder: binders of HIV-1 gp120 antibody PG9, primary screen, biochemical, TR-FRET | TR-FRET gp120-PG9 antibody binding | HIV-1 gp120 / PG9 antibody interaction | inhibition, % at 6.7 µM | 360,000 tested, 0.43% active; in the data active = inhibition above about 8.5%
rCAG RNA binder: binders of r(CAG) RNA repeats, primary screen, biochemical, fluorescence; 370,000 tested, 1.3% active; r(CAG) RNA repeat, TO-PRO-1 dye displacement fluorescence; inhibition, % at 3 µM;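 active = inhibition above the plate cutoff, the mean of all test compounds on that plate plus 3 SD, cut at about 35% in these data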;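 also: 0% = DMSO alone and 100% = 100 µM mitoxantrone as full dye displacement; higher means more dye released from RNA so lower well fluorescence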
NPR1 activator: GC-A stimulated cGMP production enhancers – HEK293 GC-A cells, cGMP TR-FRET, EC30 ANP, primary screen; 0% at EC30 ANP, 100% saturating ANP; 370,000 tested, 0.14% active; activation, % at 10 µM; in the data active = activation above about 40%
* marks the source's active call; other numbers are inactive results; . = no result given.

Values run as follows: NPR2 activator, SMARCA2 activ, NR1D1 modulator, ABHD4 inh, ARFGAP1 inh, ASAP1 inh, HTRA1 inhibitor, PG9 Ab binder, rCAG RNA binder, NPR1 activator
#1 CC(C)Cc1nnc(NC(=O)C2CC(=O)N(Cc3ccccc3)C2)s1 (stereo unspecified)
    -1, 0, 1, 0, 1, -2, -1, -1.2, -4, -2
#2 COc1ccc2nc(SCC(C)=O)c(C#N)cc2c1
    6, 6, 15, 3, 15, 0, 1, -12, 3, 12
#3 Cc1ccc(S(=O)(=O)N2CCN(C3CCN(Cc4ccccc4)CC3)CC2)cc1
    3, -1, -3, -1, -2, -7, -1, 0.8, -8, -1
#4 CCCCNC(=O)c1cn(CC)c2cc(N3CCN(C)CC3)c(F)cc2c1=O
    -1, -6, -2, -4, -3, -8, ., -2.1, -3, 5
#5 COc1ccc(C(=O)N(c2ccc(OC)cc2)S(=O)(=O)c2cccs2)cc1
    -5, -3, 1, -18, -9, -3, -10, -0.4, 0, -9
#6 COc1cc(-c2ccccc2)nc2ccccc12
    5, -3, 0, -3, -1, -10, -17, -0.4, -2, 2
#7 CCOC(=O)c1ccc(N2CC(O)=C(c3nc4ccccc4c(=O)[nH]3)C2=N)cc1
    -11, -1, -2, -3, -9, -12, -1, -0.2, 16, -9
#8 C=CCOc1ccc(/C=N/n2cncn2)cc1OC
    0, -3, -3, 4, 7, -9, 4, -1.0, 3, 8
#9 N#CCCN(C(=O)COC(=O)c1cccc(S(=O)(=O)N2CCCCCC2)c1)c1ccc(F)cc1
    0, 0, 0, -2, 4, 0, -9, -2.5, 0, -3
#10 CCC(=O)Nc1ccc(-c2nnc(-c3ccccc3)o2)cc1
    -12, 0, -7, 0, -6, -4, -6, 0.7, -1, -27
#11 C#Cc1ccc(C(=O)Nc2cc(C(N)=O)ccc2N2CCOCC2)cc1
    -3, 0, -18, -6, -5, 11, 1, -1.1, 15, 6
#12 COc1cc(NC(=S)NCCc2ccccc2)c(OC)cc1NC(=O)CC(C)C
    -2, -2, -4, 0, 5, 1, -13, 0.9, -5, 3
#13 Cc1ccc(-c2nn(-c3ccccc3)cc2CO)cc1
    -7, 3, 10, -5, 2, -3, -14, 1.3, -1, 2
#14 CCCCn1c(N)c(N(CC(C)C)C(=O)CN2C(=O)NC3(CCC(C(C)(C)CC)CC3)C2=O)c(=O)[nH]c1=O (stereo unspecified)
    -3, -2, -6, -4, -2, -13, 8, 0.3, 3, 0
#15 CN(C(=O)CCc1cn(C)c2ccccc12)c1ccc(Oc2cccnc2)cc1
    -5, -4, 11, 6, 6, -1, ., -1.1, 3, -11
#16 CC(CCc1ccccc1)NC(=O)Cc1ccc(Br)cc1 (stereo unspecified)
    -1, -4, 2, -16, -5, 5, -6, -0.6, -2, -1
#17 O=C(Nc1ccc2c(c1)[C@H]1C[C@@H](CC(=O)N3CCOCC3)O[C@@H](CO)[C@H]1O2)C1CCOCC1
    7, -2, 2, 5, -9, 2, -3, 0.1, 2, 3
#18 CC1(C)CC(=O)C=C(Nc2ccccc2)C1
    -1, -4, -3, 2, 3, -1, 1, -1.1, 1, 1
#19 Nc1nc2cc(S(=O)(=O)N3CCOCC3)ccc2o1
    2, -5, -9, -5, -22, -18, 0, -0.8, 0, 3
#20 COc1ccc(-c2cn3cccnc3n2)cc1NC(=O)CC(C)C
    -6, -1, 1, 1, -5, 12, -3, -0.5, -1, 1
#21 C/C(=N\NC(=O)c1cc2ccccc2cc1O)c1cccs1
    -2, 4, -5, 14, 10, 2, 27, -3.5, 50*, 7
#22 CC(C)CN(C(=O)CN(C)CC(=O)Nc1ccccc1C#N)c1c(N)n(CC(C)C)c(=O)[nH]c1=O
    4, -4, -3, 8, 2, -6, 5, 1.7, 4, 0
#23 O=C(COc1ccc(S(=O)(=O)NC2CCCC2)cc1)N1CCCCC1
    -1, -4, -3, -2, 3, -2, -2, 1.9, -3, -4
#24 COc1ccccc1N1CC(C(=O)Nc2nnc(SCc3cccnc3)s2)CC1=O (stereo unspecified)
    -2, -2, -3, 5, 2, 11, 1, -0.6, 2, 1
#25 COc1ccccc1C(O)P(=O)(OC(C)C)c1ccc(N(C)C)cc1 (stereo unspecified)
    -7, 0, -3, -2, 5, -3, 5, 1.4, -4, 0
#26 COc1ccc(C2=COc3ccccc3C(=O)N2)cc1
    2, -2, 1, 0, 9, 1, 0, -1.4, -2, 5
#27 COC(=O)CC1NCCc2cc(OC)c(OC)cc21 (stereo unspecified)
    3, -2, -3, -4, -11, 4, 4, -0.4, 0, 3
#28 COc1cccc(C(=O)N/N=c2\oc3c(OC)cccc3cc2C(=O)NCc2ccccc2)c1
    -4, 1, -9, 4, -4, 3, -3, -1.4, 0, -1
#29 CCOC(=O)N1CCN(c2ccccc2O)CC1
    1, -1, 2, -4, -12, 1, -2, 1.7, -4, 4
#30 CC1(C(=O)NS(C)(=O)=O)CCN1C(=O)Cc1ccc(-c2ccccc2)cc1 (stereo unspecified)
    7, -4, 0, 1, -6, -13, ., -0.1, 6, 11

Next section; it opens with the 5 that closed the last part.
Values run as follows: NPR2 activator, SMARCA2 activ, NR1D1 modulator, ABHD4 inh, ARFGAP1 inh, ASAP1 inh, HTRA1 inhibitor, PG9 Ab binder, rCAG RNA binder, NPR1 activator
#26 COc1ccc(C2=COc3ccccc3C(=O)N2)cc1
    2, -2, 1, 0, 9, 1, 0, -1.4, -2, 5
#27 COC(=O)CC1NCCc2cc(OC)c(OC)cc21 (stereo unspecified)
    3, -2, -3, -4, -11, 4, 4, -0.4, 0, 3
#28 COc1cccc(C(=O)N/N=c2\oc3c(OC)cccc3cc2C(=O)NCc2ccccc2)c1
    -4, 1, -9, 4, -4, 3, -3, -1.4, 0, -1
#29 CCOC(=O)N1CCN(c2ccccc2O)CC1
    1, -1, 2, -4, -12, 1, -2, 1.7, -4, 4
#30 CC1(C(=O)NS(C)(=O)=O)CCN1C(=O)Cc1ccc(-c2ccccc2)cc1 (stereo unspecified)
    7, -4, 0, 1, -6, -13, ., -0.1, 6, 11
#31 Cc1cc(C)c2c(=O)c(/C=C3\NC(=S)NC3=O)coc2c1
    -8, -2, -28, -8, -6, -4, ., -1.2, 6, -4
#32 O=C(COC(=O)/C=C/c1ccccc1Cl)NC1CCCCCC1
    -8, 3, 8, -2, 4, 12, 1, -1.1, -4, 4
#33 CCCCNC(=O)/C(C#N)=C/c1cccnc1
    -7, 0, -1, 1, 0, -5, 11, 1.0, 2, 4
#34 CSc1nccc(-c2c(-c3ccc(Cl)cc3)noc2C)n1
    -4, -2, 8, -2, -1, -6, -3, -1.6, -6, -4
#35 CSCCC(NC(=O)c1cccc([N+](=O)[O-])c1)C(=O)OCC(=O)N1CCCC1=O (stereo unspecified)
    3, 1, -3, 3, -13, -1, 6, 0.1, -2, 4
#36 COc1cc(NC(=S)NC2CC(C)(C)NC(C)(C)C2)c(OC)cc1Cl
    -3, 0, -4, 4, -1, -2, -6, -1.1, 5, -8
#37 C=C(C)CN=CC1(C)CCC(C)=CO1 (stereo unspecified)
    8, 1, -4, 1, -3, -9, -1, -0.2, 3, 0
#38 OC(c1ccc(F)c(F)c1)c1nc(-c2cccs2)cs1 (stereo unspecified)
    2, -3, 3, -13, 21, 1, ., 0.3, 2, -1
#39 CN(C(=O)COC(=O)c1ccc(CN2CCCC2=O)cc1)c1ccccc1
    6, 0, 3, 9, 0, -16, -4, -0.7, 1, 2
#40 O=C(N/N=C/c1cccc(Oc2ccccc2)c1)c1cc[n+]([O-])cc1
    8, -5, 5, -3, -7, -9, -5, -0.5, 0, -2
#41 CC(=O)Nc1ccc(NC(=O)CN(c2cccc(C(C)=O)c2)S(C)(=O)=O)cc1
    0, -2, 0, 6, 1, 0, 0, -0.7, 0, 3
#42 CC(=O)N1CCN(c2ccc(NC(=O)c3cccc(C)c3)cc2)CC1
    -3, 0, -2, -3, -6, -15, 5, 0.1, 3, -4
#43 Cc1cc(C)nc(N2C(=O)CC(Cc3ccccc3)C2=O)n1 (stereo unspecified)
    4, 3, 0, 5, 6, -1, 6, 1.4, -2, 2
#44 CCc1nnc(-n2nc(C)cc2-c2ccccc2)n1N
    2, -1, -10, 0, 7, 4, -1, -1.5, 1, -3
#45 COc1cccc(/C(=N/O)C2CC2c2ccc(Cl)cc2)c1 (stereo unspecified)
    4, -6, -5, -23, -5, -1, -23, 0.4, -2, 5
#46 NC(Cc1cccc2nsnc12)C(=O)O (stereo unspecified)
    2, 0, 6, -7, -5, 13, 3, -0.5, 2, -5
#47 COCCCNc1nc2c(c(=O)[nH]c(=O)n2C)n1CCCc1ccccc1
    7, 7.9*, 2, -5, -6, 11, -1, -0.9, -3, -3
#48 Oc1cc(Cc2ccccc2)cnc1CN1CCOCC1
    8, 3, 0, -16, 1, -2, 11, -0.1, 0, 4
#49 Cc1ccc(OCCCC(=O)ON=C(N)c2ccccc2C)cc1
    0, 3, -6, -1, 0, 1, -1, -0.8, -3, -1
#50 COC(=O)c1[nH]c2cccc(OC)c2c1NC(=O)CN1CCN(c2cccc(OC)c2)C(C)C1 (stereo unspecified)
    0, -3, -2, -8, -2, 8, 3, 0.6, 0, 0
#51 COc1ccc(-c2csc(N(CC(C)C)C(=O)c3ccco3)n2)cc1
    -2, 2, 1, -14, 4, 11, -22, -1.5, 5, -6

Copied from the list:
In rCAG RNA binder, compound 35 has -2
In ABHD4 inh, compound 39 has 9
